Screening data deposited in PubChem by several laboratories.
Arrestin-AP2 inh: inhibitors of human beta-arrestin and AP2 interaction; FITC-arrestin peptide / GST-AP2 beads, flow cytometry; AP2 beta2 appendage carries R879A mutation; inhibition, % at 10 µM; 340,000 compounds, 0.31% hits; AID 504490;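 active = inhibition above a set limit, near 3 SD of compounds lacking own fluorescence, cut at about 54% in these data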;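 also: plate controls were DMSO wells for no effect and 5 µM unlabelled arrestin peptide for full effect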
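Test system: GST-tagged AP2 beta2-adaptin appendage (R879A) on 4 µm glutathione beads; also added: fluorescein-tagged arrestin peptide at 50 nM final; timing: 12 min plus 1 h, RT; signal: flow cytometry, FL1 (488/535 nm); read-out: percent drop in bead-associated FITC signal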
Pemphigus Ab inh: human desmoglein-3 autoantibody binding inhibition; P32926; DSG3-coupled beads, scFv-anti-DSG3-GFP binding, flow cytometry; stronger effect = lower value; binding (percent of control), % at 10 µM; 310,000 compounds, 0.48% hits; AID 588358;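 active = binding more than 3 SD below its plate's average and above zero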;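 also: hits lower antibody fragment binding to DSG3; some compounds called inactive have numbers as strong as hits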
Target sequence (P32926 whole entry, looked up, the tested form may be a part): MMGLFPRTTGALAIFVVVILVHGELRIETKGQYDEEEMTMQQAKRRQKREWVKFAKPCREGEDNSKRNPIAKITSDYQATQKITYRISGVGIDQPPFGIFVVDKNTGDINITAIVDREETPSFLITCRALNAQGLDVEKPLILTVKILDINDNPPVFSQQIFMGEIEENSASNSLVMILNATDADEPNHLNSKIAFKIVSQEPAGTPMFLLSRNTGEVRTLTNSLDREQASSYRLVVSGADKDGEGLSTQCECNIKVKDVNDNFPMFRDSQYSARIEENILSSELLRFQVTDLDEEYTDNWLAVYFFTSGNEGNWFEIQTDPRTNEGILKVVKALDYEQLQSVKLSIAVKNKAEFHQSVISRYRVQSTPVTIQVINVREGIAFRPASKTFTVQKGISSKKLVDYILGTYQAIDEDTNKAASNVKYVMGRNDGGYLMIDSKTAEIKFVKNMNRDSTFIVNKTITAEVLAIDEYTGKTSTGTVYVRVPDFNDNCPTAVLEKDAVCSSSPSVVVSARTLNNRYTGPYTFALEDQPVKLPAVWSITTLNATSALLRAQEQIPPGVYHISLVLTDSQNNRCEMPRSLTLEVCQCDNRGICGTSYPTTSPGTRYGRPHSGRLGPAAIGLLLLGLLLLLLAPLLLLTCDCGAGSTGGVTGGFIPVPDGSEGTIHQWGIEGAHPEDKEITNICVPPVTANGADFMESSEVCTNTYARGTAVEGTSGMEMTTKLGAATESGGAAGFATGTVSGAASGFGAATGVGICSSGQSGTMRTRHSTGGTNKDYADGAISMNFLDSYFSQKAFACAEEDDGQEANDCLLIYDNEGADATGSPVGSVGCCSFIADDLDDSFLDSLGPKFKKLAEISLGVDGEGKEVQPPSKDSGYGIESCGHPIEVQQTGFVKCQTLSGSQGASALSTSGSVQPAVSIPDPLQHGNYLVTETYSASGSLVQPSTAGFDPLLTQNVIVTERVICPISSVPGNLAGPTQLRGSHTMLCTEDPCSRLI
PKA-R1A act: activators of PKA-R1A complex | 340,000 compounds, 0.083% hits | activation, % at 11.4 µM | PKA-R1A dissociation, Cy5-IP20 fluorescence polarization; scaled: DMSO 0%, 113 µM cGMP 100% | AID 504707;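 active = percent activation above the mean of all tested compounds plus 3 SD, cut at about 19% in these data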;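 also: higher means more PKAc released from R1A so a rise in polarization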
MOR-DOR inv ag: inverse agonist of human OPRM1-OPRD1 heterodimerization | cell-based MOR-DOR heterodimer luminescence, inverse agonism | P35372+P41143 | 340,000 compounds, 0.21% hits | inhibition, % at 9.3 µM; in the data active = inhibition above about 22%, passing the limit was not always enough;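 also: 0% = cells with DMSO and 100% = wells without cells with DMSO; values of inactives mirror those of a sister screen read the other way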
PfHsp90 yeast 2: reduces growth (ATP signal) of yeast expressing P. falciparum Hsp90; S. cerevisiae expressing PfHsp90, BacTiter-Glo ATP, 48 h; yeast lacking PDR1 and PDR3 efflux regulators; AID 504621; 310,000 compounds, 0.32% hits; inhibition, % at 9.4 µM;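 active = every replicate shows inhibition above about 80%, whatever the replicate mean, limit read from the data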;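 also: 0% = DMSO neutral controls and 100% = 20 µM radicicol positive controls; yeast relying on Plasmodium falciparum Hsp90 in place of its own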
E coli growth: reduces bacterial viability in AddAB counter-screen; E. coli V3065 growth, OD600 absorbance, 18 h; inhibition, % at 11.9 µM; 330,000 compounds, 0.27% hits; AID 449728;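 active = inhibition above the campaign's mean inhibition across all tested compounds plus 3 SD, cut at about 9.9% in these data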;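 also: uninfected addAB+ strain grown without phage in ampicillin broth; 0% = DMSO wells and 100% = ciprofloxacin 0.95 µg/ml wells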
phage Ecoli inh: E. coli growth loss with phage present; growth absorbance; inhibition, % at 11.9 µM; 360,000 compounds, 0.26% hits; in the data active = inhibition above about 11%
AddAB inh: less growth of phage-infected E. coli with AddAB. E. coli expressing H. pylori AddAB, absorbance growth. inhibition, % at 11.9 µM. 330,000 compounds, 0.29% hits. AID 435030; in the data active = inhibition above about 12%;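 also: 0% = vehicle wells of infected cells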
SUMO Mot1 rescue: blocks SUMOylation pathway, rescuing yeast Mot1-301 growth | S. cerevisiae Mot1-301 growth rescue, ATP luminescence, 38.5C; percent above DMSO median, 100 means doubled | growth rescue, % at 18.8 µM | 320,000 compounds, 1% hits | AID 2716;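 active = every valid replicate shows activation above 250% relative to neutral control wells; inactive = the rest, any valid replicate at or below 250%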;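 also: OY570 slx delta 5 strain wells were the positive control but not used for scaling; some compounds called inactive have numbers as strong as hits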
OPRM1-OPRD1 ag: OPRM1-OPRD1 heterodimerization agonism; 340,000 compounds, 0.3% hits; activation, % at 9.3 µM; P35372+P41143; cells, luminescence; in the data active = activation above about 18%;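 also: 0% = vehicle-treated cells and 100% = reference agonist; values of inactives mirror those of a sister screen read the other way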
Tat export inh: blocks Tat-dependent protein export in E. coli; E. coli MC4100 TorA-mCherry Tat export, fluorescence; inhibition, % at 10 µM; 340,000 compounds, 0.036% hits; AID 488895;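 active = mean replicate inhibition at least 50% and at least half of replicates individually reaching 50%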;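 also: exported cargo escapes ClpAP degradation while cytoplasmic cargo is degraded and loses fluorescence; 0% = median of neutral control wells and 100% = median of NaSCN control wells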
* marks the source's active call; other numbers are inactive results; . = not tested or not shown. Rows were taken by chance (roughly 2.8% active in at least one column).

SMILES	Arrestin-AP2 inh	Pemphigus Ab inh	PKA-R1A act	MOR-DOR inv ag	PfHsp90 yeast 2	E coli growth	phage Ecoli inh	AddAB inh	SUMO Mot1 rescue	OPRM1-OPRD1 ag	Tat export inh
Cc1ccc(C)c(C(=O)CC2(O)C(=O)Nc3ccccc32)c1 (stereo not drawn)	3	99	-6	0	-5	0.8	-0.5	-0.7	2	-0.1	-8
O=C(NCCS(=O)(=O)NCc1ccc(Cl)cc1)c1ccccc1	-2	95	3	-9	.	-2.0	2.9	1.8	-3	1.4	7
CS(=O)(=O)N(CC(=O)N1CCCC1)c1ccc(OCc2ccccc2)cc1	-9	134	6	16	4	-1.1	1.7	4.5	0	-3.4	5
COc1ccc(NS(=O)(=O)c2cccc(C(=O)N3CCCC(C)C3)c2)cc1 (stereo not drawn)	17	103	0	1	.	1.5	2.3	0.3	1	-0.2	-1
CCn1c(N2CCN(S(=O)(=O)c3ccc(F)cc3)CC2)nc2ccccc21	2	107	1	5	-1	-0.3	0.8	-0.1	-3	-1.0	-5
COC(=O)C1=C(C)NC(=O)/C1=C\c1cc(C)n(-c2ccccc2F)c1C	11	158	-3	18	16	1.9	1.7	1.9	-14	-3.8	-6
Cc1cc(=O)oc2cc(OC(C)C(=O)Nc3ccc(C(N)=O)cc3)ccc12 (stereo not drawn)	5	97	-1	2	23	-0.5	0.5	-0.5	-4	-0.6	5
Cc1csc(=O)n1CCC(=O)OCC(=O)Nc1ncc(Cl)cc1Cl	-2	99	-7	14	10	0.9	4.5	3.8	2	-2.8	1
Cc1ccc(S(=O)(=O)N2CCN(CC(O)c3ccccc3)CC2)cc1 (stereo not drawn)	20	94	-8	5	-13	1.9	-0.7	-0.8	-17	-1.1	-6
O=C(CN1C(=O)c2ccccc2C1=O)Nc1ccccc1C(=O)NC1CCCCC1	8	98	5	1	-4	1.3	0.6	2.5	-10	-0.2	-9
Cc1oc2ccc(OCc3ccccc3Cl)cc2c1C(=O)O	-12	105	7	16	6	.	1.1	.	-1	-3.3	1
O=C(NCCC1=CCCCC1)c1ccc(CN2CCOCC2)cc1	-5	91	-6	5	-7	-1.5	3.6	0.5	91	-0.8	0
O=C(CN(C(=O)c1csnn1)c1ccc(F)c(Cl)c1)NC1CCCCC1	6	100	-9	22	28	-0.3	1.8	-1.8	-1	-3.5	-4
Cc1ccn(CCC(=O)NC2CC(C)(C)Cc3c2cnn3-c2ccccc2C)n1 (stereo not drawn)	6	.	-23	13	-3	0.1	0.6	1.9	-4	-2.4	3
C=C(C)CC1(NC(C)c2ccccc2)CCCCC1 (stereo not drawn)	-12	118	-4	-37	-16	-1.1	2.1	2.7	-4	6.9	-6
CC(=O)Nc1ccc(NC(=O)CSCc2ccccc2Cl)cc1	17	118	-3	10	-4	-1.5	-0.1	1.5	-3	-2.1	0
Cc1cccc(OCCCC(=O)Nc2ccc(S(=O)(=O)Nc3nccs3)cc2)c1C	-1	101	0	3	3	0.8	-0.5	3.9	219	-0.4	6
CCC(C)(C)NC(=O)c1ccc(S(=O)(=O)N2CCCCCC2)cc1	34	107	-3	9	-9	2.1	1.5	2.9	63	-1.8	6
COc1cccc(NC(=O)CN(C)C(=O)c2c(C)nn(Cc3ccc(C)cc3)c2Cl)c1	-2	105	14	1	.	0.6	2.6	-0.7	4	-0.2	3
Cn1nc(-c2ccc(Cl)cc2)c2cc(C(=O)NCCCN3CCCC3)sc21	-3	87	0	-1	-7	-3.9	2.4	3.1	8	0.2	10
Cc1[nH]c2ccccc2c1SCc1n[nH]c(=S)n1C	-4	104	-6	-7	-8	-1.1	1.9	5.7	162	1.3	10
COc1ccccc1NS(=O)(=O)c1ccc2oc(SC(C)C(=O)N3CCNC3=O)nc2c1 (stereo not drawn)	38	103	-10	2	.	-2.3	0.8	-0.4	-16	-0.6	9
Cc1ccc2c(c1)N(C(=O)CCC(=O)N1CCN(c3cccc(C)c3C)CC1)CCO2	1	103	-2	-20	-8	1.4	2.0	0.0	12	3.7	11
C[n+]1c(/C=C/c2ccc3c(c2)OCO3)ccc2ccccc21	9	102	-17	10	-20	0.1	3.2	1.4	5	-1.8	8
CN(C)c1ccc(C(=S)N2CCCC2)cc1Br	-22	95	-6	12	6	-2.8	1.2	-1.5	1	-2.6	0
O=C1/C(=C2/NCCN2C2CC(=O)N(c3ccccc3)C2=O)CC/C1=C\c1ccccc1 (stereo not drawn)	-1	85	-9	11	8	1.1	4.3	2.2	-7	-1.7	12
COc1ccc(NC(=O)COC(=O)c2cc3c(s2)CCC3)cc1	-9	101	-2	4	2	-1.4	.	1.3	22	-1.1	1
COc1ccccc1NC(=O)NCC1(N(C)C)CCCCC1	21	.	3	7	-13	-0.3	3.0	0.6	-8	-1.1	-10
O=C(CN1CCOCC1)N1CCCc2ccccc21	4	94	6	-4	1	0.9	1.3	3.8	-8	0.8	-4
CC(Cl)C(=O)Nc1c2c(nn1-c1ccccc1)CSC2 (stereo not drawn)	17	104	5	21	-8	1.8	0.6	1.1	10	-4.1	9
Cc1ccc(S(=O)(=O)/N=C(/NC(=S)Nc2ccccc2)c2ccccc2)cc1	-5	107	-2	-18	-10	-0.4	2.3	-0.9	11	3.1	2
O=C(Cc1ccc(Cl)cc1)Nc1ccccc1N1CCOCC1	11	96	4	5	-9	0.1	2.7	-0.7	244	-0.8	-13
Clc1ccccc1Cn1nnc2c(NCCN3CCOCC3)ncnc21	2	102	4	9	.	0.2	1.9	3.2	27	-1.8	-3
CCC1(C)Cc2c(sc3[nH]c(=S)[nH]c(=S)c23)CO1 (stereo not drawn)	-12	87	1	30	-15	0.1	0.8	1.6	183	-6.4	3
Cc1ccc(S(=O)(=O)c2cn(C)c3cc(N4CCN(C)CC4)c(F)cc3c2=O)cc1	-26	83	5	12	-93	-0.9	0.0	2.6	-4	-2.4	-11
Cc1ccc(-c2nnn(CC(=O)N3CCCc4ccccc43)n2)cc1	16	109	4	13	3	1.1	2.0	-0.3	103	-2.0	25
O=C(CC1S/C(=N/N=C/c2ccco2)NC1=O)Nc1ccccc1 (stereo not drawn)	31	101	4	-2	22	-0.3	1.1	5.4	-11	0.4	-2
Nc1nc2n(n1)C(c1ccco1)CC(c1ccc(Cl)c(Cl)c1)N2 (stereo not drawn)	10	96	5	0	28	0.4	2.2	-0.1	-10	0.1	5
O=C(NC1CC1)c1cccc(NC(=O)C2CC2)c1	-16	103	3	8	6	.	2.9	.	.	-1.6	15
Nc1ccccc1N=Cc1ccc(-c2cccc(Cl)c2)o1	1	94	-17	-64	-56	0.2	2.6	2.3	444*	13	-6

For reference, part of the list above:
SMILES	Arrestin-AP2 inh	Pemphigus Ab inh	PKA-R1A act	MOR-DOR inv ag	PfHsp90 yeast 2	E coli growth	phage Ecoli inh	AddAB inh	SUMO Mot1 rescue	OPRM1-OPRD1 ag	Tat export inh
O=C(Cc1ccc(Cl)cc1)Nc1ccccc1N1CCOCC1	11	96	4	5	-9	0.1	2.7	-0.7	244	-0.8	-13
Clc1ccccc1Cn1nnc2c(NCCN3CCOCC3)ncnc21	2	102	4	9	.	0.2	1.9	3.2	27	-1.8	-3
CCC1(C)Cc2c(sc3[nH]c(=S)[nH]c(=S)c23)CO1 (stereo not drawn)	-12	87	1	30	-15	0.1	0.8	1.6	183	-6.4	3
Cc1ccc(S(=O)(=O)c2cn(C)c3cc(N4CCN(C)CC4)c(F)cc3c2=O)cc1	-26	83	5	12	-93	-0.9	0.0	2.6	-4	-2.4	-11
Cc1ccc(-c2nnn(CC(=O)N3CCCc4ccccc43)n2)cc1	16	109	4	13	3	1.1	2.0	-0.3	103	-2.0	25
O=C(CC1S/C(=N/N=C/c2ccco2)NC1=O)Nc1ccccc1 (stereo not drawn)	31	101	4	-2	22	-0.3	1.1	5.4	-11	0.4	-2
Nc1nc2n(n1)C(c1ccco1)CC(c1ccc(Cl)c(Cl)c1)N2 (stereo not drawn)	10	96	5	0	28	0.4	2.2	-0.1	-10	0.1	5
O=C(NC1CC1)c1cccc(NC(=O)C2CC2)c1	-16	103	3	8	6	.	2.9	.	.	-1.6	15
Nc1ccccc1N=Cc1ccc(-c2cccc(Cl)c2)o1	1	94	-17	-64	-56	0.2	2.6	2.3	444*	13	-6

Continued.
SMILES	Arrestin-AP2 inh	Pemphigus Ab inh	PKA-R1A act	MOR-DOR inv ag	PfHsp90 yeast 2	E coli growth	phage Ecoli inh	AddAB inh	SUMO Mot1 rescue	OPRM1-OPRD1 ag	Tat export inh
COc1ccc(F)cc1C(=O)C1CCCN(Cc2c[nH]c3ccccc23)C1 (stereo not drawn)	-10	111	-7	-41	-12	-1.3	3.4	2.4	-8	5.7	1
CCOc1ccc(NS(=O)(=O)c2ccc(C(=O)N3CC(C)OC(C)C3)cc2)cc1 (stereo not drawn)	3	95	3	3	-4	3.3	1.6	2.2	10	-0.8	1
COc1ccc(F)cc1C(=O)C1CCCN(C(=O)CCN2CCCCO2)C1 (stereo not drawn)	23	90	-14	17	-8	1.8	-1.4	0.2	-11	-3.3	-2
CC(=O)N1N=C(c2ccc([N+](=O)[O-])cc2)CC1c1ccccc1Cl (stereo not drawn)	-4	91	-3	3	-16	-2.2	-0.1	2.2	-3	-0.6	3
CCN(CC(=O)Nc1ccccc1C(F)(F)F)C(=O)C1CCC1	-15	98	3	12	-29	-1.4	-1.9	0.9	-9	-1.8	-3
O=S(=O)(NCC(c1ccco1)N1CCN(c2ccc(F)cc2)CC1)c1ccc2c(c1)OCCO2 (stereo not drawn)	-8	102	-14	-1	-9	-2.1	-0.9	1.6	9	0.1	9
CC(=O)c1ccc(N2CCN(C(=O)c3ccc(Cn4c(=S)[nH]c5ccc(N6CCOCC6)cc5c4=O)cc3)CC2)cc1	-16	109	-10	2	0	-5.5	0.4	-2.6	2	-0.4	1
O=C(NCCC(c1ccccc1)c1ccco1)c1cccs1 (stereo not drawn)	-12	92	-13	2	12	1.9	.	0.4	266	-0.4	0
O=C(Nc1nnc(SCc2ccc(Cl)cc2)s1)c1cnccn1	7	93	-4	14	-11	-5.7	-2.7	1.0	1	-2.6	0
